# Bioassay records from PubChem BioAssay.
# Dynein cargo inh – dynein cargo transport inhibition. 3617.4 mouse cells, GR-EGFP nuclear translocation imaging; test concentration mostly 20 µM; stimulated with dexamethasone, 1 µM; active compounds read low. z-score, hits read low. 0.47% of 220,000 active. AID 1381;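 active = plate z-score of nuclear minus cytoplasmic receptor signal below a set negative limit, without overly bright fluorescence or cell loss, cut at about -3.5 in these data, passing the limit was not always enough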;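 also: z-score of nuclear minus cytoplasmic ring GR-EGFP intensity difference per well; some compounds called inactive have numbers as strong as hits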
#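 Buffer or medium – tet-free medium with charcoal-stripped serum · Signal – automated 10x imaging of fixed Hoechst-stained cells · Also added – dexamethasone agonist, 1.0 µM final, for 30 min · Incubation – induction 48 h, compound 1 h, agonist 30 min · Read-out – GR-EGFP nuclear translocation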
# Lipid droplet – modulators of hepatic lipid droplet formation. AID 1656. 0.4% of 240,000 active. inhibition, % at 6.5 µM. AML12 mouse hepatocytes, oleate lipid droplets, BODIPY imaging;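 active = lipid droplet intensity inhibited by at least 50%, with more than 500 cells counted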
#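 material = mouse AML12 hepatocyte cell line, fixed after treatment | also added = 100 µM oleic acid challenge | doses = compound at 6.5 µM only | schedule = overnight exposure | technique = Image-based BODIPY and DAPI two-channel analysis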
# WT yeast gro inh – growth inhibition of WT yeast, mitochondrial fusion screen; mitochondrial fusion phenotypic screen, WT strain; inhibition, % at 10 µM; 2.1% of 190,000 active; in the data active = inhibition above about 58%; tested in S. cerevisiae
# Ins promoter up – MIN6 insulin promoter up-regulation. MIN6 insulin promoter-GFP reporter, high-content imaging; active compounds read high. z-score at 5 µM. 0.3% of 190,000 active. AID 1625;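 active = z-score above 3 at 5 µM with at least 500 cells counted in the well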
# ER stress rescue – rescue of cells from ER stress-induced death, primary screen, 384-well, CSM14.1, thapsigargin, ATP luminescence (AID 1222). CSM14.1 thapsigargin-induced death rescue, ATP luminescence; higher % means a stronger effect. cellular ATP content (survival), % at 20 µM; hits with a dose series show EC50 in µM. 190,000 tested, under 10 active;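 active = EC50 below 50 µM in the dose-response confirmation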;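 also: death triggered by thapsigargin at about 15 µM added after 2 h compound pretreatment; cell ATP read after overnight thapsigargin exposure of roughly 18 to 22 hours; normalized against plate controls of thapsigargin alone and 5% DMSO vehicle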
# MT stabilizer – microtubule stabilization, imaging screen; % tubulin-high responders, % at 10 µM; HeLa tubulin immunostaining HCS, 24 h; share of cells brighter than vehicle mean+2SD; 0.83% of 200,000 active;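 active = plate Z-score above 3 for both tubulin-high and condensed-nucleus cell shares, with cell loss under 80%, at 10 µM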;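 also: anti alpha tubulin signal scored within the nucleus-defined area of each cell; some results filed as inactive read as strong as hits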
# bCat nuc transl – modulators of beta-catenin nuclear translocation; HeLa beta-catenin nuclear translocation, immunofluorescence imaging; nuclear translocation activity, % at 5 µM; 0.3% of 190,000 active; AID 1665;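 active = nuclear translocation activity above 50% at 5 µM, with a well cell count of 50 or more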;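 also: per-cell ratio of nuclear to cytoplasmic median beta-catenin stain intensity; plate controls were DMSO negative control for no effect and GSK-3 inhibitor IX positive control for full effect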
#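 Test system: HeLa cells, endogenous beta-catenin; Compound: single 5 µM dose plus 0.02–20 µM confirmation series; Times: compound exposure 24 h at 37°C; Signal: fluorescence imaging of beta-catenin antibody stain plus DAPI; Read-out: % activation, nuclear-to-cytoplasmic median beta-catenin signal ratio per cell.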
# XIAP displacement – small molecules displacing peptide from XIAP – biochemical, IAP family, fluorescence polarization (AID 1018); XIAP BIR domain, fluorescence polarization peptide displacement; higher % means a stronger effect; displacement, % at 20 µM; hits with a dose series show IC50 in µM; 0.007% of 200,000 active; in the data active = displacement above about 50%; also: a part of the inactive calls stands beside numbers as strong as those of hits
# Autophagy HCS – autophagy modulation, high-content screen; 0.98% of 190,000 active; calls only at 10 µM (by protocol); MEF GFP-LC3 puncta imaging; test concentration mostly 10 µM;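 active = percentage of spot-positive cells more than 3 SD above its plate mean, without a fluorescence outlier flag or 80% toxicity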;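 also: spot-positive cell cutoff set from DMSO-treated cells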
# WT yeast gro inh mutant strain – also measured in WT yeast gro inh; calls as there; inhibition, %; mitochondrial fusion phenotypic screen, mutant strain inhibition
# Dynein cargo inh cytoplasmic EGFP – recorded beside Dynein cargo inh, whose call it bears; z-score; measured here: cytoplasmic GR-EGFP intensity; active compounds read high
# Dynein cargo inh nuclear GR-EGFP – recorded beside Dynein cargo inh, whose call it bears; z-score; measured here: nuclear GR-EGFP intensity;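 lower value marks the stronger effect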
# Dynein cargo inh cell count – second read-out of Dynein cargo inh, no call of its own (marks repeat the call); z-score; measured here: cell count per field
# Ins promoter up cell count – second read-out of Ins promoter up, no call of its own (marks repeat the call); cell count; measured here: cytotoxicity, nuclei count;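 total cells summed across four imaged fields per well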
# Lipid droplet cells 6.5 µM – recorded beside Lipid droplet, whose call it bears; cell count; measured here: cell count, cytotoxicity flag;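 cells counted across two imaged fields per well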
# bCat nuc transl cell count 5 µM – also measured in bCat nuc transl; calls as there; cell count; measured here: cell count, cytotoxicity flag
# MT stabilizer Hoechst-high % – also measured in MT stabilizer; calls as there; % Hoechst-high responders; measured here: nuclear condensation Hoechst responders;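 share of cells brighter than vehicle mean plus two SD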
# MT stabilizer cytotoxicity % – recorded beside MT stabilizer, whose call it bears; toxicity, %; measured here: cytotoxicity by cell density;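 0% = mean cell density of plate MIN control wells and 100% = no cells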
# Autophagy HCS cell loss 18 h – also measured in Autophagy HCS; calls as there; toxicity, %; measured here: cell loss, nuclei count;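 cell loss after 18 h compound exposure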
# Starred values were filed as active, the others as inactive; i = inactive; . = no result given; + = active, no number.
SMILES,Dynein cargo inh,Dynein cargo inh cytoplasmic EGFP,Dynein cargo inh nuclear GR-EGFP,Dynein cargo inh cell count,Lipid droplet,Lipid droplet cells 6.5 µM,WT yeast gro inh,WT yeast gro inh mutant strain,Ins promoter up,Ins promoter up cell count,ER stress rescue,MT stabilizer,MT stabilizer Hoechst-high %,MT stabilizer cytotoxicity %,bCat nuc transl,bCat nuc transl cell count 5 µM,XIAP displacement,Autophagy HCS,Autophagy HCS cell loss 18 h
Cc1nc2c3cc(F)ccc3n(CCN3CCCCC3)c2s1,-0.37,-0.3,-0.092,0.26,14,753,13,6,-0.64,1213,-6.2%,14*,51*,36*,49,602,0.7%,i,8
COc1cccc(-c2cc(C(=O)Nc3nc4ccccc4s3)c3ccccc3n2)c1,-0.12,-0.22,-0.46,0.08,.,.,0,-2,1.1,1124,-2.5%,0.9,1.6,8.7,-2.1,1449,-8.4%,i,-2
Cc1ccc(CSc2ncnc3ccccc23)cc1,2.5,-0.14,2,-2,1,660,15,20,-0.62,1548,3.1%,3.6,1.4,1.2,-1.0,1033,-4.5%,i,21
O=c1oc2ccccc2cc1-c1csc(Cc2nc(-c3ccc(Cl)cc3)cs2)n1,-0.26,-0.028,-0.17,0.017,1,686,-12,10,-0.1,1377,1.3%,5.7,2.6,7.0,-1.1,1114,-4.0%,i,10
COc1ccccc1N/C(=N/S(=O)(=O)c1ccc(Cl)cc1)c1ccccc1,-0.49,-0.16,-0.42,-0.061,-5,682,12,8,0.12,1796,-0.1%,3.3,1.6,3.1,-1.3,1065,-0.7%,i,17
Cc1ccccc1OCC(=O)O/N=C(\N)Cc1cccs1,-0.31,-0.21,0.28,0.63,-3,693,7,7,.,.,-1.2%,2.4,1.7,9.0,-3.5,1247,2.5%,i,19
CCc1ccc(/C=C2\CN(CC)Cc3c2nc2ccccc2c3C(=O)O)cc1,1.3,0.18,0.36,-0.8,.,.,-13,6,2,1071,-1.4%,4.1,1.3,0.4,-0.9,1449,-0.9%,i,3
Cc1nnc(SCC(=O)Nc2ccccc2F)n1Cc1ccco1,0.74,-0.6,0.23,-0.82,-3,650,.,.,0.65,956,.,.,.,.,2.7,1325,.,.,.
COc1cc(NC(=O)c2cccc(Cl)c2)ccc1NC(=O)c1cccs1,0.95,-0.2,0.48,-0.47,9,722,10,-4,.,.,0.5%,3.7,3.4,6.7,1.1,942,-5.9%,+,14*
O=C(NCc1ccco1)C(=S)N1CCCC1,-0.15,-0.26,0.53,-0.62,2,649,-2,-5,0.07,1545,-1.3%,1.9,0.8,5.5,-6.3,1149,-1.1%,i,-14
S=C(NCc1ccco1)Nc1ccc2c(c1)OCCO2,-0.037,-0.25,-0.022,0.44,1,638,-2,10,0.16,1541,-1.0%,2.8,1.2,8.9,4.4,886,-5.5%,i,-30
Cc1cc(NS(=O)(=O)c2ccc(NC(=S)NC(=O)c3ccncc3)cc2)no1,-0.53,-0.18,-0.25,0.46,-5,696,.,.,-0.41,1050,.,.,.,.,0.1,1385,.,.,.
CCCCCCOc1ccc(C(=O)O)cc1C#N,0.68,-0.21,0.88,-0.46,11,774,-13,-20,0.05,1229,-2.5%,2.7,3.2,8.4,-3.4,597,-5.1%,i,12
COc1ccc(C(=O)Oc2ccc3oc(=O)sc3c2)cc1,-1,-0.092,-0.29,0.54,-19,782,12,7,-0.31,911,-3.6%,1.9,1.3,5.2,-2.8,1162,-5.7%,i,-15
CC(=O)Oc1ccc(C(=O)[C@H]2[C@H]3C(=O)N(c4ccccc4)C(=O)[C@H]3[C@@H]3C=CC=NN32)cc1,0.1,-0.26,0.093,-0.15,1,645,10,14,0.08,1035,0.0%,2.5,3.7,12,-0.4,1035,-2.0%,i,10
CCc1ccccc1NC(=O)CN1C(=O)C2CCCN2c2ncc(Cl)cc21 (stereo not drawn),-0.27,-0.26,0.18,0.94,2,686,-36,-39,0.66,1820,-2.1%,11,1.3,12,-1.3,1036,-8.2%,i,-1
COC(=O)/C=C1\N/C(=N\c2nc(C)cc(C)n2)N(c2ccc(Cl)cc2)C1=O,-1,-0.22,-0.52,0.46,17,758,.,.,0.31,1437,.,.,.,.,-2.9,1112,.,.,.
CCOC(=O)N1CCN(CC(=O)c2ccc3c(c2)CCN3)CC1,-0.28,-0.0013,0.22,0.22,.,.,-1,-27,.,.,1.5%,4.5,3.2,11,.,.,-5.3%,i,-9
O=C(Nc1ccccc1-c1nc2ccccc2s1)c1ccc(Br)o1,-1,0.15,-0.51,0.92,10,779,-1,-73,.,.,-2.8%,i,.,100,-13,1202,-2.6%,i,11
CC(C)(C)c1ccc(-c2nnc(SC3CCOC3=O)n2Cc2ccccc2)cc1 (stereo not drawn),0.77,-0.26,0.16,-0.062,2,726,53,9,0.96,1205,-1.0%,4.1,1.8,2.3,.,.,3.9%,i,11
COCc1nn2c(N)c(C#N)cnc2c1-c1ccccc1,-1.1,-0.26,-0.26,0.073,4,697,14,-11,-0.61,1359,1.2%,2.8,2.1,7.5,0.3,505,-0.4%,i,4
COc1ccc(NC(=O)c2ccccc2NC(=O)NC2CCCCC2)cc1,-0.65,-0.23,-0.097,0.58,.,.,-9,-11,0.01,1238,-2.3%,2.8,2.6,0.1,-0.4,1358,0.1%,i,-1
COC(=O)c1sccc1OCc1cccc(OC)c1,-0.37,-0.3,0.04,0.08,-8,706,-18,0,0.41,1278,-1.1%,5.9,2.7,6.2,0.3,1092,-5.6%,i,-1
O=C(CC1C(=O)NCCN1Cc1ccccc1C(F)(F)F)NCCn1cccn1 (stereo not drawn),3.8,-0.14,3.3,-1.9,-13,741,18,13,-0.19,1448,-0.8%,1.7,0.7,7.3,0.4,1014,-7.5%,i,1
COc1ccc(/C=N/Nc2ccc([N+](=O)[O-])cc2)cc1Cn1cc([N+](=O)[O-])cn1,-0.067,0.35,0.12,0.22,9,741,6,11,0.23,665,2.9%,9.1,1.4,7.4,51*,942*,11%,i,6
CC(C)CC(NC(=O)OC(C)(C)C)C(=O)NC(C(=O)N1CCCC1C(N)=O)C(C)C (stereo not drawn),-0.42,-0.27,0.34,0.39,9,664,-17,1,-0.14,1801,-2.9%,2.3,1.1,8.5,-1.3,1090,-7.3%,i,2
CCCCN(C)C1CCN(C(=S)Nc2ccc(OCC)cc2)CC1,0.088,-0.31,-0.18,0.46,1,712,11,5,-0.62,1209,-0.3%,1.4,1.1,2.1,0.1,1135,-6.6%,i,-1
CN(NC1OC(=O)c2ccccc21)c1ccccc1[N+](=O)[O-] (stereo not drawn),-0.93,-0.23,-0.5,1.1,11,673,.,.,0.12,1489,.,.,.,.,0.0,1092,.,.,.
Cc1ccc(S(=O)(=O)N2CCN(C(=O)CSc3nc(N)cc(=O)[nH]3)CC2)c(C)c1,-0.16,-0.24,-0.082,0.56,14,677,0,3,-0.73,1555,1.3%,2.0,2.3,11,-3.4,1144,-1.4%,i,18
Cc1cccc(COCC(CC(C)C)N2CCN(C(=O)c3ccc(C(F)(F)F)cc3)CCC2=O)c1 (stereo not drawn),-0.77,-0.3,-0.083,0.91,-37,731,44,5,-1,905,-0.5%,3.5,1.8,8.8,.,.,-3.7%,i,4
CC(=O)c1c(N)nc2n(c1=O)CCCCC2,-0.23,-0.23,0.48,-0.11,-1,700,-1,6,0.03,1230,0.2%,1.7,1.9,6.3,-1.7,1127,-22%,i,21
O=C(Nc1ccc(C(=O)NN2C(=O)c3ccccc3C2=O)cc1)c1ccccc1,0.88,-0.23,0.48,-0.5,-9,663,13,3,-0.32,1080,-3.4%,3.0,1.5,8.9,1.4,1040,-2.7%,i,24
C=CCN1C(=O)/C(=C\c2ccc(Oc3nc(N4CCOCC4)nc(N4CCOCC4)n3)c(OC)c2)SC1=S,1.6,-0.19,0.72,-0.51,-2,771,-5,4,.,.,2.1%,2.4,1.8,2.6,5.4,529,-23%,i,16
O=C1/C(=C/c2cccs2)Cc2ccccc21,1.2,-0.33,0.67,0.32,-4,649,23,11,0.3,1478,0.6%,6.7,1.9,9.2,-2.7,1170,-4.6%,i,23
NC(=O)CC(NC(=O)Cc1ccc(Br)cc1)c1ccc(NC2CCC2)c([N+](=O)[O-])c1 (stereo not drawn),1.3,-0.85,0.53,0.13,3,713,.,.,0.31,802,.,.,.,.,1.9,1303,.,.,.
